RXFP1 ag: agonists of human relaxin receptor RXFP1; HEK293T-RXFP1 cAMP TR-FRET, 30 min; response scale: percent of porcine relaxin response, buffer zero; actives 0.3% (n = 370,000); Potency, µM (highest dose often 57.5 µM), for inactives: top-dose activation, usual class: activators; further: potency means the concentration at half of the fitted maximal effect; on the % scale 0 is the no-effect control and ±100 the full control effect; nearly all actives have a fitted effect of over 60% in size; many of its hits are not listed in these tables
Target sequence (Q9HBX9 whole entry, looked up): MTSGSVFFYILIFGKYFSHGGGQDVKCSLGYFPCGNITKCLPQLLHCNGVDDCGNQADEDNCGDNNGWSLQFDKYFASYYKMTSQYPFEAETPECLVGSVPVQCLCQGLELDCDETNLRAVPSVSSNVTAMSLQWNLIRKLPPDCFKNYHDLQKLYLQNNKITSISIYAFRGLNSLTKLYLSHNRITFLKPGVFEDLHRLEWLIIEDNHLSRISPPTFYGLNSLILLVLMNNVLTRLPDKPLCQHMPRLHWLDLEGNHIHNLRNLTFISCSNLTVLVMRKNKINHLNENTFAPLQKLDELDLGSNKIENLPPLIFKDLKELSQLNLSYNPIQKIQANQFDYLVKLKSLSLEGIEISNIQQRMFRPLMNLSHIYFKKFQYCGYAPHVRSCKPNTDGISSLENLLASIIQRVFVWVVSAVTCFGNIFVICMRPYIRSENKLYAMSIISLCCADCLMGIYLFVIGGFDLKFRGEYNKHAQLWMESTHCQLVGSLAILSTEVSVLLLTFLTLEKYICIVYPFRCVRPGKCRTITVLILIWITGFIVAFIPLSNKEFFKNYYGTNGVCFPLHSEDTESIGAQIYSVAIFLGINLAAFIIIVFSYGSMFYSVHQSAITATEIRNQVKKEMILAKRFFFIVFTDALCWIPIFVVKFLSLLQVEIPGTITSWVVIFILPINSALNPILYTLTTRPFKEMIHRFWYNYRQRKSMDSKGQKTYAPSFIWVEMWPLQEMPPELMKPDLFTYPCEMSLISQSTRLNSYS
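cAMP rise read by TR-FRET after 30 min, 37C compound exposure (up to 58 uM) in RXFP1-transfected HEK293 cells with Ro 20174 present. EC50 from Hill-equation fits, with 29 nM porcine relaxin as 100% and buffer as basal.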
D2 potentiator: D2 dopamine receptor (human) potentiation; HEK293 T-REx D2, calcium flux, EC20 dopamine potentiation; potentiation, % at 10 µM; actives 0.34% (n = 340,000);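 active means potentiation over 3 SD above the plate norm, cut at about 30% in these data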; further: 0% is about no effect
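Primary screen. Calcium kinetics in induced HEK293 T-REx D2 cells: compound pre-addition 180 s, EC20 dopamine, 180 s more.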
D1 potentiator: enhances dopamine response at the human D1 receptor; actives 0.036% (n = 360,000); AID 504651; potentiation, % at 10 µM; P21728; HEK293 TREx D1 cells, calcium flux, dopamine EC20 potentiation; in the data active means potentiation above about 30%; further: 0% is about no effect
LDHA inh: blocks human lactate dehydrogenase A. activity change, % (values are at about 110 or 230 µM). actives 0.15% (n = 480,000). P00338. purified LDHA, NADH/diaphorase-resazurin fluorescence; stronger effect = lower value; in the data active means activity change below about -30%;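 further: plate controls were DMSO wells for no effect and wells without enzyme for full effect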
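Human LDH5 at 2 nM final in Tris HCl pH 7.4 with 0.06 mM NADH and 0.2 mM pyruvate, reacted 5 minutes at room temperature. Remaining NADH coupled via diaphorase/resazurin; resorufin fluorescence read at 0 and 20 minutes, normalized to enzyme-free and DMSO wells.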
D1 antag: human D1 dopamine receptor antagonism | HEK293 TREx D1 cells, calcium flux, dopamine EC80; stronger effect = lower value | activity change, negative = inhibition, % at 10 µM | actives 3.2% (n = 360,000) | AID 504652; in the data active means activity change below about -30%; further: on the % scale 0 is the no-effect control and ±100 the full control effect
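Inducible Hek293 Trex D1 cells (tetracycline, overnight, 30 C). Calcium dye 30–90 min RT. Antagonist mode: EC80 dopamine added after 180 s compound read.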
D1 ag: human D1 receptor agonism. P21728. HEK293 T-REx D1 cells, calcium flux, agonist mode. activation, % at 2 µM. actives 1% (n = 360,000); in the data active means activation above about 30%; further: 0% is about no effect
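Inducible HEK293 T-REx D1 cells, force-coupled to calcium signalling, were plated at 4000 cells/well with tetracycline and held overnight at 30 C. After no-wash calcium dye loading, compound-evoked calcium rise over 180 s flagged agonists.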
Vif-A3F inh: blocks the Vif interaction with APOBEC3F | Potency, µM (series often up to 46.1 µM), without a hit: at the highest dose activity, negative = active | HeLa A3F-eYFP + Vif (tagged APOBEC3F with the HIV-1 protein that degrades it), YFP fluorescence increase | actives 0.2% (n = 390,000) | AID 602313; further: potency means the concentration at half of the fitted maximal effect; % of control where 0% means no effect; nearly all actives have a fitted effect of over 65% in size
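HeLa cells stably expressing Vif plus C-terminally eYFP-tagged A3F were seeded, incubated overnight at 37 deg C, dosed with compound, incubated overnight again at 37 deg C. Yellow fluorescence (Ex 488/Em 500-530) reported blocked Vif-mediated A3F-eYFP degradation.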
Vif-A3G inh: Vif-A3G binding inhibition | Q9HC16 | HeLa A3G-eYFP + Vif (tagged APOBEC3G with the HIV-1 protein that degrades it), YFP fluorescence, overnight | Potency, µM (series often up to 46.1 µM), without a hit: at the highest dose activity, negative = active, most hits filed as inhibitors | actives 0.076% (n = 410,000) | AID 602310;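 further: potency means the concentration at half of the fitted maximal effect; on the % scale 0 is the no-effect control and ±100 the full control effect; nearly all actives have a fitted effect of over 60% in size; hits raise eYFP signal because A3G escapes Vif-driven loss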
Target sequence (Q9HC16 whole entry, looked up): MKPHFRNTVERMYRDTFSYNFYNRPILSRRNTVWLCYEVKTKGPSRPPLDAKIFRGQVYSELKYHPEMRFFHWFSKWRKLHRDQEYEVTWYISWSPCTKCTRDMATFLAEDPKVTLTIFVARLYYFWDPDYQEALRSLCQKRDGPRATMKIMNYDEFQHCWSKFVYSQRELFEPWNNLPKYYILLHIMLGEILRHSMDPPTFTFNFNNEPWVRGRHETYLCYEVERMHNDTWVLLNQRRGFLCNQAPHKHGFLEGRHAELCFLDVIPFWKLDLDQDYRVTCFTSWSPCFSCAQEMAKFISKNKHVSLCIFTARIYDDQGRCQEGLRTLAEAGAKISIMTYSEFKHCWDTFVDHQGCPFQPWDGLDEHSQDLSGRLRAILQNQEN
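Read-out is eYFP fluorescence (Ex 488/Em 500-530) from Vif-expressing HeLa A3G-eYFP cells; more signal means A3G escaped Vif-mediated degradation. Cells plated overnight, compound pinned in, incubated overnight at 37 deg C.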
GRP78 ERSR act: induces the endoplasmic reticulum stress response in human glioma cells | U87-MG GRP78 promoter luciferase reporter, 16 h | Potency, µM, inactives show top-dose activation, usual class: activators | actives 0.02% (n = 420,000); further: potency means the concentration at half of the fitted maximal effect; series mostly up to about 76 µM; % of control where 0% means no effect; nearly all actives have a fitted effect of over 35% in size
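ERSR induction read as luciferase luminescence (Bright-Glo, 10 min at room temperature) in stably transfected human U87-MG glioma cells exposed to compounds for 16 h, using GRP78 as sensor.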
The depositor's hits bear a star; x = not tested or not shown; & = joins results of further samples; [ ] = remark or other dose. Unless noted, the call rests on the fitted dose curve; in most records, active means well fitted curve in the direction sought with a large enough effect; inconclusive means small, poorly fitted or top-dose-only effect, or another doubt; inactive means no such curve, though single readings can be large; an effect the other way counts as inactive or inconclusive. A portion of the library (hit frequency here may not be typical).

compound	LDHA inh	RXFP1 ag	D1 potentiator	D2 potentiator	D1 antag	Vif-A3F inh	Vif-A3G inh	GRP78 ERSR act	D1 ag
O=C(c1cccc(S(=O)(=O)N2CCc3ccccc32)c1)N1CCN(c2ccccc2)CC1	-4	-1.8%	3	-4	4	0%	-3%	-3%	2
Cc1ccc(OCc2nc(-c3ccccn3)no2)cc1	0	2.0%	-4	2	3	-2%	0%	-4%	0
NC(=O)NC(=O)COC(=O)c1ccc(OC(F)F)cc1	-4	2.6%	-4	4	x	2%	1%	0%	0
O=c1c(S(=O)(=O)c2cccc(Cl)c2)cn(Cc2ccccc2)c2cc(N3CCCCC3)c(F)cc12	-22	27%	-2	5	3	11%	5%	-3%	0
COc1ccc(C2=CC(c3ccc(Cl)cc3)n3cnnc3N2)cc1OC (stereo not drawn)	0	12%	3	6	9	11%	-7%	0%	5
NC(=O)c1snnc1-c1ccccc1	-7	0.8%	1	-5	-5	6%	0%	-1%	2
CCOC(=O)N1CCN(/C=C(\C#N)c2nc3ccccc3s2)CC1	-10	0.0%	-3	-5	-8	25µM*	22µM*	6%	32*
O=C(NC1CCN(S(=O)(=O)c2ccc(F)cc2)CC1)c1cccnc1	-5	0.5%	1	-1	-3	3%	1%	-4%	3
Cc1cc(OCC(=O)OCC(=O)N2CC(C)CC(C)C2)ccc1Cl (stereo not drawn)	1	0.0%	6	5	-21	7%	0%	-2%	1
O=C(c1ccccc1)N1CCN(C(=O)c2ccc([N+](=O)[O-])cc2)CC1	4	-0.1%	-4	-7	2	8%	-2%	1%	2
CCCCC[C@]12Cc3cc(OC)c(OC)cc3[C@H](O1)c1c(cc(C)oc1=O)O2	x	0.3%[11.5 µM]	-5	x	1	x	x	x	1
CCOc1ccc(N2CC(C(=O)NC3CCCCCC3)CC2=O)cc1 (stereo not drawn)	-8	3.6%	1	9	-15	-13%	0%	-2%	1
O=C(NCc1ccccn1)c1ccco1	3	-0.8%	-7	-6	-7	3%	5%	0%	1
Nc1ncc(S(=O)(=O)NCc2ccc(Cl)cc2)cn1	-5	-0.1%	-4	12	3	-1%	-1%	-2%	1
NS(=O)(=O)c1ccc(CCNC(=O)c2ccc(S(=O)(=O)N3CCCCC3)cc2)cc1	3	2.8%	-2	-7	-5	-8%	3%	1%	6
COc1cccc(NC(=O)CN(C)C(=O)CNC(=O)c2sc3ccccc3c2Cl)c1	-7	10%	-3	2	10	0%	0%	9%	0
C=CCn1c(SCC(N)=O)nc2sc3c(c2c1=O)CCC3	-5	0.8%	3	0	6	-11%	-1%	-5%	5
Cc1cc(C)nc(N2CCCC(C(=O)NCCc3ccccc3F)C2)n1 (stereo not drawn)	-5	3.8%	-2	-9	11	-7%	3%	-4%	1
COc1ccc(-c2cc(C(F)(F)F)n3nc(C(=O)N4CCN(C(=O)c5ccco5)CC4)cc3n2)cc1	3	1.4%	-2	3	7	0%	-1%	-3%	2
CCc1ccc2nc(NC3=NCN(CCN4CCOCC4)CN3)nc(C)c2c1	x	1.2%	1	6	-7	x	x	x	0

Part of the list above, reformatted:
SMILES: NC(=O)NC(=O)COC(=O)c1ccc(OC(F)F)cc1
  LDHA inh = -4
  RXFP1 ag = 2.6%
  D1 potentiator = -4
  D2 potentiator = 4
  D1 antag = x
  Vif-A3F inh = 2%
  Vif-A3G inh = 1%
  GRP78 ERSR act = 0%
  D1 ag = 0
SMILES: O=c1c(S(=O)(=O)c2cccc(Cl)c2)cn(Cc2ccccc2)c2cc(N3CCCCC3)c(F)cc12
  LDHA inh = -22
  RXFP1 ag = 27%
  D1 potentiator = -2
  D2 potentiator = 5
  D1 antag = 3
  Vif-A3F inh = 11%
  Vif-A3G inh = 5%
  GRP78 ERSR act = -3%
  D1 ag = 0
SMILES: COc1ccc(C2=CC(c3ccc(Cl)cc3)n3cnnc3N2)cc1OC (stereo not drawn)
  LDHA inh = 0
  RXFP1 ag = 12%
  D1 potentiator = 3
  D2 potentiator = 6
  D1 antag = 9
  Vif-A3F inh = 11%
  Vif-A3G inh = -7%
  GRP78 ERSR act = 0%
  D1 ag = 5

Further results.
compound	LDHA inh	RXFP1 ag	D1 potentiator	D2 potentiator	D1 antag	Vif-A3F inh	Vif-A3G inh	GRP78 ERSR act	D1 ag
O=C(O)C1CCN(S(=O)(=O)c2cccs2)CC1	-6	2.2%	0	16	11	4%	1%	1%	4
CC(C)CN(C)C(=O)CCc1nnc(Cc2cccc(C(F)(F)F)c2)o1	-5	0.1%	-2	-2	2	15%	-9%	1%	0
Cc1ccc(NC(=O)CCCSc2ccccc2)cc1S(=O)(=O)N1CCOCC1	-5	1.1%	-15	-5	-40*	-30%	5%	-4%	4
O=C(c1ccc(Cn2c(=O)[nH]c3ccccc3c2=O)cc1)N1CCN(c2ccc(Cl)cc2)CC1	0	1.9%	2	2	5	-1%	-4%	-5%	5
Cc1cc(C)c2c(n1)nn1c(N3CCN(c4ccccn4)CC3)cc(C)nc21	x	3.4%	-4	-3	-1	x	x	x	-1
Cc1nc(SCC(N)=O)[nH]c(=O)c1Cc1ccc(OC(C)C)cc1	3	-1.4%	1	12	-9	6%	0%	-7%	6
CC(C)=C1SC(N2CCN(c3cccc(C(F)(F)F)c3)CC2)=NC1=O	-11	0.1%	-6	3	4	-3%	1%	-6%	11
O=C(Cc1ccccc1Cl)NCc1cccnc1	-12	0.4%	-4	0	22	-1%	1%	-4%	1
CCC(=O)N1CCN(c2ccc(NC(=O)COc3ccccc3[N+](=O)[O-])cc2)CC1	0	1.6%	-4	x	-11	0%	-7%	-6%	31*
CN(C)[C@@H](CO)c1nnc([C@H](Cc2ccc(O)cc2)NC(=O)C2CCNCC2)o1	-1	-0.5%	-3	7	14	-1%	5%	-4%	6
CC(C)N(C(=O)c1nn(C)c2c1CSc1ccccc1-2)C1CCCCC1	0	0.1%	-3	14	11	4%	-1%	-3%	-1
O=C(Nc1ccccc1F)Nc1ccccc1OC(F)F	-9	-0.4%	0	-8	16	-5%	-5%	-3%	1
Cc1ccnc(NC(=O)CN2C(=O)NC(C)(c3ccc4ccccc4c3)C2=O)c1 (stereo not drawn)	-3	-0.7%	3	0	8	-23%	-16%	0%	6
Cc1cc(Nc2ccc(C)c(C)c2)n2cnnc2n1	-7	-1.5%	-2	7	0	9%	-12%	0%	5
CN1CCN(c2nc(-c3ccccc3)c3cc(Cl)ccc3n2)CC1	-3	1.1%	-13	13	37	-1%	-6%	0%	1
O=C(CSc1nnc(-c2ccc(Cl)cc2)n1Cc1ccco1)NCc1ccc2c(c1)OCO2	-3	2.1%	-6	3	2	x	-3%	-2%	4
CCCCN1C[C@H](C)[C@@H](CC(=O)NCc2ccccc2)C1=O	3	2.0%	-5	6	10	1%	4%&-1%	-1%&-2%	1
COc1ccccc1CNC(=O)c1cccn1-c1nnc(N2CCCCC2)s1	-5	1.0%	-3	0	-3	1%	0%	2%	5
CCCCCCCNC(=O)CC(NS(=O)(=O)c1ccc(NC(C)=O)cc1)C(C)C (stereo not drawn)	-2	-0.8%	1	x	-8	0%	0%	-3%	2
O=S(=O)(NCC(c1ccccc1)N1CCC(O)CC1)c1ccc(Cl)cc1 (stereo not drawn)	-5	-0.9%	-8	-4	15	0%	0%	8%	3

(list continues)
compound	LDHA inh	RXFP1 ag	D1 potentiator	D2 potentiator	D1 antag	Vif-A3F inh	Vif-A3G inh	GRP78 ERSR act	D1 ag
O=C(Nc1ccc(Cl)c(-c2nc3ccccc3[nH]2)c1)c1ccc2c(c1)OCO2	-5	-0.5%	-10	-28	-4	7%	-6%	1%	3
O=C(CN1C(=O)NC2(CCOc3ccccc32)C1=O)NCCc1ccccc1 (stereo not drawn)	-1	x	x	x	x	2%	2%	-2%	x
O=C(COC(=O)CCC(=O)c1ccc(F)cc1)NCc1ccco1	0	0.8%	-8	-5	-32*	-2%	3%	-1%	0
COc1ccc(C(=O)NCc2nnc(SCC(=O)Nc3cc(C)cc(C)c3)o2)cc1OC	1	0.0%	-3	-12	-5	-5%	0%	0%	1
Cc1cc(C)c(S(=O)(=O)Nc2ccc(O)c(Sc3ncn[nH]3)c2)c(C)c1	18	-0.4%	-4	-2	1	1%	-8%	-5%	2
CC1CC(=O)C2=C(C1)Nc1ncnn1C2c1ccccc1 (stereo not drawn)	-1	1.2%	3	34*	-5	-3%	1%	-1%	7
COc1cccc(CC(=O)N2CCCC(CO)(Cc3ccc(F)cc3F)C2)c1 (stereo not drawn)	-2	-1.3%	-5	-1	-47*	4%	0%	-1%	7
COC(=O)c1cc(C(=O)Nc2ccc(Cl)cn2)cc([N+](=O)[O-])c1	-3	6.1%	-6	-6	-7	-24%	4%	-4%	2
COc1ccc(OC)c(NS(=O)(=O)c2cc(OC)ccc2OC)c1	2	-1.8%	-1	0	-19	-2%	0%	-5%	1
CC(C)CNC(=S)NNC(=O)c1ccccc1OC(F)F	-3	2.7%	-2	4	7	-7%	4%	-3%	1
CCCN1Cc2cccc(C(=O)Nc3cc(C)cc(C)c3)c2C1=O	-2	1.1%	2	4	-4	-6%	-2%	-4%	1
CC12CCC(=O)N1C(C(=O)Nc1ccc(SC(F)F)cc1)CS2 (stereo not drawn)	-4	-1.3%	-3	-7	4	-11%	3%	-1%	-2
Cc1cccc(N(C(=O)c2nsc(Cl)c2Cl)C(C(=O)NC2CCCC2)c2ccc(O)cc2)c1 (stereo not drawn)	-5	2.5%	-5	x	-15	11%	-5%	-2%	3
CCOCCCNC(=O)NC(=O)CN1CCN(S(=O)(=O)c2ccc3c(c2)OCCO3)CC1	-8	3.3%	-6	7	8	9%	-3%	-3%	1
Cc1ccc2cc(C#N)c(N3CCCN(C(=O)C4CCCO4)CC3)nc2c1 (stereo not drawn)	0	2.1%	3	7	-44*	-5%	-1%	-1%	2
Cc1ccc(C(=O)NCC(c2cccs2)S(=O)(=O)c2cccs2)cc1 (stereo not drawn)	6	2.0%	-1	-4	x	1%	-3%	-2%	1
COc1ccc(S(=O)(=O)N(C)CC(=O)N2CCC(C(N)=O)CC2)cc1	-22	2.7%	-7	2	4	-3%	0%	-4%	4
Cc1ccsc1C(C(=O)NC(C)(C)C)N(C(=O)c1csnn1)c1ccccc1 (stereo not drawn)	-7	-0.3%	-4	-2	-12	-1%	-1%	-1%	2
O=c1c2c(ncn1Cc1ccccc1)nc1n2CCC1	0	7.9%	-2	9	8	1%	-5%	-2%	4
